Screening data deposited in PubChem by National Center for Advancing Translational Sciences (NCATS).
12-LOX inh: Primary qHTS assay for inhibitors of human arachidonate 12S-lipoxygenase (ALOX12): Round 2; Polyunsaturated fatty acid lipoxygenase ALOX12 (Homo sapiens), P18054; purified 12hLO, xylenol orange hydroperoxide absorbance; Potency, µM (series often up to 108 µM), for the others: at the top dose activity change, negative = inhibition, most hits filed as inhibitors; actives 1.1% (n = 580,000); note: % is set by controls: 0 for no effect and ±100 for the full control effect
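Purified human 12hLO (150 nM final) in 25 mM Hepes, 0.01% Triton X-100, pH 7.0 was preincubated 15 min at room temperature with compound. Then 40 uM arachidonic acid was added, 30 min. Hydroperoxide was read by Fe-XO absorbance ratio 573/405 nm.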
RGS4 inhibitor: Inhibitors of Regulator of G Protein Signaling (RGS) 4: qHTS. actives 0.039% (n = 390,000). Regulator of G-protein signaling 4 (Homo sapiens), P49798. Transcreener GDP fluorescence polarization, RGS4-accelerated GTP hydrolysis. AID 504845, 2011. Potency, µM (highest dose often 114 µM), for inactives: top-dose activity change, negative = inhibition, usual class: inhibitors; note: % is set by controls: 0 for no effect and ±100 for the full control effect; nearly all actives have a fitted effect of over 75% in size; some results filed as inactive show a strong effect at the top dose
Target sequence (P49798 whole entry, looked up): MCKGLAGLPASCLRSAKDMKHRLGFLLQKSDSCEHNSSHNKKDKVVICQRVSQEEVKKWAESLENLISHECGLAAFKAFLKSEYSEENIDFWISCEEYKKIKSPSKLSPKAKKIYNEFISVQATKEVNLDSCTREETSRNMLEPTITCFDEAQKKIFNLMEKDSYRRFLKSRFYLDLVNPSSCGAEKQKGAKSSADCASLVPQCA
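MLSMR compounds (23 nl, pin-transferred) preincubated 10 min at room temperature with a 500nM (2x) first reagent, then RGS4 at 900nM (2x) plus Transcreener GDP mix added; fluorescence polarization (620/688 nm) read before and after 90 min at 30 °C.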
GLS inhibitor: qHTS for Inhibitors of Glutaminase (GLS). GLS enzymatic activity, qHTS titration. Potency, µM (titrated, usually from 45.5 µM), for inactives: at the top dose activity change, negative = inhibition, usual class: inhibitors. actives 0.21% (n = 410,000). Glutaminase kidney isoform, mitochondrial (Homo sapiens), O94925; note: % is set by controls: 0 for no effect and ±100 for the full control effect
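Assay buffer: 45 mM KH2PO4 pH 8.2, 0.02% Tween-20. hKGA acts on L-glutamine (1 mM solution added); product glutamate is reported by an oxidase/peroxidase Amplex Red coupling, with fluorescence taken at baseline and 30 min.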
ERG Ets-DNA blk: qHTS for Small Molecule Inhibitors of the ERG Ets/DNA interaction; Transcriptional regulator ERG (Homo sapiens), P11308; actives 0.028% (n = 370,000); AID 624246, 2012; Potency, µM (doses to about 76.9 µM), inactives show at the top dose FP activity, negative = inhibition, hits mostly inhibitors; fluorescence polarization, His-ERG Ets domain / labelled DNA; active = well fitted inhibition curve with a large enough effect in the polarisation, with a control signal flat; inconclusive = small, poorly fitted or top-dose-only effect, or effect the other way, or a change in a side signal; inactive = no such curve, though single readings can be large or run the other way; the % refers to the polarisation;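 note: polarization taken with two DNA probes labelled with fluorescein and Texas red; % of control where 0% means no effect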
Target sequence (P11308 whole entry, looked up, the tested form may be a part): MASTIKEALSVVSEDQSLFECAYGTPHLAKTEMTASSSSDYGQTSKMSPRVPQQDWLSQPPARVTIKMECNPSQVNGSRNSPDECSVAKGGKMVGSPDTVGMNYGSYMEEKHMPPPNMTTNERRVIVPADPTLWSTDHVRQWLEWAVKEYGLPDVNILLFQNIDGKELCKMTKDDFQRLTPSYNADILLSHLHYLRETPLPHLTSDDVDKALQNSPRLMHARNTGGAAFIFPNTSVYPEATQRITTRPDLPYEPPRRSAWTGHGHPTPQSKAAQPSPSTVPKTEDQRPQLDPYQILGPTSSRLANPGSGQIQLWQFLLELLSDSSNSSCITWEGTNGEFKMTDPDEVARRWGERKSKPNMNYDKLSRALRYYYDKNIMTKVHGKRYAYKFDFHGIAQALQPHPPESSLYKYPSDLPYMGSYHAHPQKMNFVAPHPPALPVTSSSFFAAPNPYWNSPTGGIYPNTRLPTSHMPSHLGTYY
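His-tagged ERG Ets domain (1 uM in the protein solution; 300mM KCl, 50mM Tris-HCl, 1mM EDTA, 1mM DTT, pH 7.5) received compound, then a probe mix of 5 nM fluorescein-DNA and 100nM Texas-615-DNA. Fluorescence polarization was read for both dyes.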
HP1b binding inh: HTS for Inhibitors of HP1-beta Chromodomain Interactions with Methylated Histone Tails | Potency, µM (highest dose often 114 µM), for the others: at the top dose activity change, negative = inhibition, actives largely listed as inhibitors | actives 0.56% (n = 390,000) | AlphaScreen HP1-beta / biotin-H3K9me3 peptide binding | AID 540317, 2011; note: nearly all actives have a fitted effect of over 70% in size; inactives centre near 23
Target sequence (P83916 whole entry, looked up): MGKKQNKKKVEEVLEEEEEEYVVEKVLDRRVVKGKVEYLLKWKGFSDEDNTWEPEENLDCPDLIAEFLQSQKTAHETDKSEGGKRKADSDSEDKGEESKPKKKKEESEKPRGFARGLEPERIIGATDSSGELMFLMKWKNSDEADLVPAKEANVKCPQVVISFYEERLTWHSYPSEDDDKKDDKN
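AlphaScreen: HP1-beta (50 nM) preformed 30 min with biotin-H3(1-18)K9me3 peptide (50 nM) in PBS pH 7.4, 0.01% Tween-20. Compound added for 30 min at RT, then streptavidin donor/nickel chelate acceptor beads (10 ug/mL) for 30 min.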
rTrxR1 inhibitor: qHTS Assay for Inhibitors of Mammalian Selenoprotein Thioredoxin Reductase 1 (TrxR1): qHTS; Thioredoxin reductase 1, cytoplasmic (Rattus norvegicus), O89049; recombinant rTrxR1, NADPH fluorescence consumption, selenite substrate; Potency, µM (highest dose often 114 µM), inactives show at the top dose activity change, negative = inhibition, most hits filed as inhibitors; actives 1% (n = 390,000); AID 588453, 2011; note: % is set by controls: 0 for no effect and ±100 for the full control effect; nearly all actives have a fitted effect of over 65% in size
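Rat TrxR1 (90 nM in the dispensed reagent) was pre-reduced with 400 uM NADPH for 5 min at room temperature, then incubated with compound for 15 min. After 400 uM selenite was added, NADPH fluorescence (Ex 340/Em 450 nm) was followed for 8 min.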
Pin1 inhibitor: qHTS Assay to Find Inhibitors of Pin1; Potency, µM (highest dose often 115 µM), for the others: at the top dose activity, negative = inhibition, hits mostly inhibitors; Pin1 FP peptide displacement, HiFluor488, 10 min; actives 0.009% (n = 390,000); active = well fitted inhibition curve with a large enough effect in the polarisation, with a control signal flat, not every such curve was filed as active; inconclusive = small, poorly fitted or top-dose-only effect, or effect the other way, or a change in a side signal; inactive = no such curve, though single readings can be large or run the other way; the % refers to the polarisation; note: % is set by controls: 0 for no effect and ±100 for the full control effect
Target sequence (Q13526 whole entry, looked up): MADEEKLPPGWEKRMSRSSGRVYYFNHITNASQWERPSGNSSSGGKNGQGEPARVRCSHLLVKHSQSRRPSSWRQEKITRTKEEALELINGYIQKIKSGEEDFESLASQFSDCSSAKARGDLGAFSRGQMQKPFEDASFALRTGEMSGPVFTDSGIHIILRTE
PGK inhibitor: qHTS Assay to Find Inhibitors of Phosphoglycerate Kinase; PGK/GAPDH coupled, Kinase-Glo luminescence, 60 min; Potency, µM (titrated, usually from 57.5 µM), for the others: top-dose activity change, negative = inhibition, usual class: inhibitors; AID 602233, 2012; actives 0.043% (n = 380,000); Phosphoglycerate kinase, glycosomal (Trypanosoma brucei brucei), P07378; note: % is set by controls: 0 for no effect and ±100 for the full control effect; nearly all actives have a fitted effect of over 60% in size
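Recombinant glycosomal PGK reaction used 1,3-bisphosphoglycerate generated in-well by GAPDH (100nM final) in 100mM TEA pH 7.6, 5mM MgCl2, 0.01% Tween-20. After 60 minutes at room temperature, ATP was read by Kinase-Glo Plus luminescence end-point.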
JMJD2A Tudor inh: qHTS Assay for Inhibitors of JMJD2A-Tudor Domain; Potency, µM (top dose mostly 114 µM), without a hit: top-dose activity change, negative = inhibition, actives largely listed as inhibitors; actives 4.4% (n = 390,000); Lysine-specific demethylase 4A (Homo sapiens), O75164; AlphaScreen JMJD2A-Tudor / H3K4me3 peptide binding; note: % is set by controls: 0 for no effect and ±100 for the full control effect; nearly all actives have a fitted effect of over 50% in size
* marks the source's active call; other numbers are inactive results; i = inactive; u = inconclusive; x = no result given; & = joins results of further samples; [ ] = dose if it differs, or a comment. Unless noted, calls come from the whole dose curve; as a rule, active = well fitted curve in the direction sought with a large enough effect; inconclusive = small, poorly fitted or top-dose-only effect, or another doubt; inactive = no such curve, though single readings can be large; an effect the other way counts as inactive or inconclusive. Potency is the fitted concentration of half-maximal effect. This is a subset; count on the stated rates, not on these rows.

SMILES	12-LOX inh	RGS4 inhibitor	GLS inhibitor	ERG Ets-DNA blk	HP1b binding inh	rTrxR1 inhibitor	Pin1 inhibitor	PGK inhibitor	JMJD2A Tudor inh
c1ccc(-c2cncn2-c2ccccc2)cc1	22%	-5%	-2%	5%	-5%	9%[57.1 µM]	0%	-8%	u
Cc1nc2nc[nH]n2c(=O)c1NS(=O)(=O)c1ccc([N+](=O)[O-])cc1	u	u	-21%	-3%	10%[57 µM]	14%	-2%	-3%	-10%
NS(=O)(=O)c1ccc(CCNC(=O)C2CCCCN2S(=O)(=O)c2ccccc2)cc1 (configuration not stated)	0%	10%	-10%	-7%	u	14%	-3%	-7%	-13%
CCn1c(C(C)NC(=O)c2cccc(C)c2)n[nH]c1=S (configuration not stated)	1%	13%[11.4 µM]	11%	-8%	59%[activator]	-15%	-5%	6%	-23%
COc1cccc(-n2c(-c3ccco3)nc3c(cnn3-c3ccc(C)cc3)c2=O)c1	-22%	-1%	-5%	1%	-3%	-3%	30%	-1%	-29%
O=c1[nH]c2cnn(-c3ccccc3)c2c(=O)n1O	-22%	9%	3%	x	14%	-19%	34%[activator]	-4%	56µM*
COc1ccc(C2(C(=O)O)CCCC2)cc1	26%	6%	0%	-7%	22%	18%	2%	-7%	-29%
CN1C(=O)c2cccc3c(N)ccc(c23)C1=O	u	9%	-3%	u	48%[activator]	18%	x	0%	-9%
O=C1CC(SC(=Nc2ccccc2)Nc2ccccc2)C(=O)N1c1ccc(Cl)cc1 (configuration not stated)	4%	-6%	-1%	-9%	47%[activator]	-2%	1%	7%	-10%
NC(=O)CC(NC(=O)c1ccccc1)C(=O)O (configuration not stated)	-2%	5%	3%	-2%	20%	21%	-4%	-5%	-16%
O=c1cc[nH]c2cc(C(F)(F)F)ccc12	-7%	-14%	2%	x	-1%	21%	-1%	i	-17%
CC1CCN(c2ccc3nnc(CCC(=O)N4CCN(c5ccc(F)cc5)CC4)n3n2)CC1	6%	14%[11.4 µM]	15%	8%	44%[activator]	14%	-2%	-14%	-33%
CCOc1ccccc1/C=N/Nc1nc2c(N)ncnc2n1[C@H]1O[C@@H](CO)[C@H](O)[C@@H]1O	u	10%	11%	-12%	36%[activator]	-10%	0%	3%	-14%
COc1ccccc1NC(=O)C1=C(C)NC(=O)NC1c1cccs1 (configuration not stated)	-12%	u	2%	-9%	-9%	15%	-1%	-3%	8%[11.4 µM]
Cc1cc(C)cc(NS(=O)(=O)c2ccc3c(c2)c(=O)n(C)c(=O)n3C)c1	14%	1%	2%	x	32%	-4%	0%	6%[11.5 µM]	-8%
CC(=O)N/C(=N/c1nc(C)cc(C)n1)Nc1cccc(C)c1	0%	17%	-4%	-6%	17%	8%[57.1 µM]	1%	-9%	-3%
Cc1[nH]nc2c1C(c1ccccc1F)CC(=O)N2 (configuration not stated)	-14%	34%	17%	-5%	34%	10%	0%	4%	-5%
Cc1cccc(Nc2n[nH]c(C)c2[N+](=O)[O-])c1	2%	13%	-11%	8%	3%	-17%[57.1 µM]	-3%	-4%	-30%
Cc1ccccc1Nc1cc(C(=O)NCc2cccs2)c2ccccc2n1	u	3%	-6%	-5%	63%[activator]	25%	5%	i	-5%
c1ccc(C2OCC3(CO2)COC(c2ccccc2)OC3)cc1 (configuration not stated)	0%	-1%[11.4 µM]	-8%	-1%	35%	8%[57.1 µM]	-5%	-4%	-10%[57.1 µM]
CC1=C(c2ccc(C)cc2)S(=O)(=O)N(Cc2ccc(C(=O)NCc3ccccc3F)cc2)C1=O	0%	24%	-3%	-2%	-3%	26%[57.1 µM]	0%	x	-22%
COc1cccc(CC(=O)Nc2ccc3nc(N4CCC(C)CC4)cc(C)c3c2)c1	-18%	3%	5%	-5%	37%[activator]	50%[activator]	3%	-4%	-1%
O=c1c2ccccc2nc(-c2ccc(F)cc2)n1NCc1ccccc1O	0%	-19%	0%	18%	31%	-10%	-3%	-3%	1%
CCc1ccccc1NC(=O)CNC(=O)CNC(=O)C1CCCCC1	19%	14%	1%	x	10%	9%	0%	-2%	-7%
CCc1nc2ccccc2n1CC(O)COc1ccc(NC(C)=O)cc1 (configuration not stated)	0%	-12%	-13%	3%	47%[activator]	3%	-6%	-10%	14%
CC(=O)Nc1ccc(S(=O)(=O)NC2CC3CCC2C3)cc1 (configuration not stated)	u	15%	-2%	3%	20%	44%[11.4 µM]	-6%	0%	-9%
COc1cc(OC)c(C(=O)O/N=C(\N)c2cccc(C)c2)cc1OC	0%	-3%	-40%	-15%	20%	-1%[57.1 µM]	4%	-17%	-6%
c1c(C2CCCCC2)n[nH]c1CN1CCCCC1	0%	13%	-8%	2%	24%	3%[57.1 µM]	7%	9%	-9%
CCN1CCN(Cc2ccc(NC(=O)Nc3ccc(SC)cc3)cc2)CC1	u	11%	10%	6%	-34%	12%[57.1 µM]	0%	-10%	u
COc1ccc(C2C3C=CCC(c4cccc(-c5ccc(N(C)C)cc5)c4)C3C(=O)N2Cc2ccccc2)cc1Cl (configuration not stated)	x	15%	x	x	-11%	4%	5%	x	u

3 compounds out of the list above, sorted by the number in RGS4 inhibitor, smallest number first:
mol,RGS4 inhibitor
NC(=O)CC(NC(=O)c1ccccc1)C(=O)O (configuration not stated),5%
NS(=O)(=O)c1ccc(CCNC(=O)C2CCCCN2S(=O)(=O)c2ccccc2)cc1 (configuration not stated),10%
CC1=C(c2ccc(C)cc2)S(=O)(=O)N(Cc2ccc(C(=O)NCc3ccccc3F)cc2)C1=O,24%

(cont.)
SMILES	12-LOX inh	RGS4 inhibitor	GLS inhibitor	ERG Ets-DNA blk	HP1b binding inh	rTrxR1 inhibitor	Pin1 inhibitor	PGK inhibitor	JMJD2A Tudor inh
CCOC(=O)C1C(=O)C=C(c2ccc(C)cc2)CC1c1cccc([N+](=O)[O-])c1 (configuration not stated)	-19%	13%	17%	3%	15%	-4%	4%	6%	-25%
COc1ccc(C(=O)NC2(C(F)(F)F)C(=O)NC(C)=C2C#N)cc1OC (configuration not stated)	-33%&-14%	-1%	-9%	1%	17%	27%[57.1 µM]	-7%	-3%	-26%
COc1ccc(NC(=O)c2cc(-c3ccccc3O)n[nH]2)cc1Cl	47%[activator]	3%[56.9 µM]	-3%	-6%	59%[activator]	26%	4%	-11%	-14%
CC(C(=O)Nc1ccc2c(c1)OCCO2)n1nnc(-c2ccccc2)n1 (configuration not stated)	-18%	12%[11.4 µM]	-4%	6%	44%[activator]	14%	-5%	-7%	-12%
CCOc1ccccc1NC(=O)CN1C(=O)C2(SCC(=O)N2c2ccc(C)cc2)c2ccccc21 (configuration not stated)	4%&-12%	-30%	0%	-1%	2%	-3%	11%	-1%	-26%
C=CC12C=CC=CN1C(C(=O)OC)=C(C(=O)OC)C(C(=O)OC)=C2C(=O)OC (configuration not stated)	1%	14%	2%	x	-8%	-32%	-1%	i	-23%
COC(=O)[C@]1(Cc2ccccc2)N[C@H](CN(C)S(=O)(=O)c2ccc(OC)cc2)[C@@H]2C(=O)N(C)C(=O)[C@@H]21	-9%	6%	0%	-25%	24%	7%	1%	-2%	-9%
CCOC(=O)c1c(NC(=O)CSc2nncs2)sc(C)c1C	6%	-8%	3%	1%	14%	3%	-7%	9%	-13%
COc1cccc(NC(=O)Cn2cc(S(=O)(=O)Cc3ccccc3F)c3ccccc32)c1	u	-14%	8%	1%	5%	14%	23%	9%	-13%

Quoted at random: 3 compounds from above, in no set order.
SMILES	12-LOX inh	RGS4 inhibitor	GLS inhibitor	ERG Ets-DNA blk	HP1b binding inh	rTrxR1 inhibitor	Pin1 inhibitor	PGK inhibitor	JMJD2A Tudor inh
C=CC12C=CC=CN1C(C(=O)OC)=C(C(=O)OC)C(C(=O)OC)=C2C(=O)OC (configuration not stated)	1%	14%	2%	x	-8%	-32%	-1%	i	-23%
COc1ccc(NC(=O)c2cc(-c3ccccc3O)n[nH]2)cc1Cl	47%[activator]	3%[56.9 µM]	-3%	-6%	59%[activator]	26%	4%	-11%	-14%
CCOC(=O)c1c(NC(=O)CSc2nncs2)sc(C)c1C	6%	-8%	3%	1%	14%	3%	-7%	9%	-13%
